Dynein cargo inh – inhibitors of GR-EGFP nuclear translocation, primary screen, dynein cargo transport inhibitor project, imaging, high-content, 3617.4 mouse cells; z-score, hits read low; test concentration mostly 20 µM; stimulated with dexamethasone, 1 µM; hits give low values; 220,000 compounds, 0.47% hits;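 active = plate z-score of nuclear minus cytoplasmic receptor signal below a set negative limit, without overly bright fluorescence or cell loss, cut at about -3.5 in these data, passing the limit was not always enough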;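 also: z-score of nuclear minus cytoplasmic ring GR-EGFP intensity difference per well; some compounds called inactive have numbers as strong as hits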
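medium = tetracycline-free induction medium containing charcoal-stripped FBS | probe or stimulus = dexamethasone, 1.0 µM final | timing = 48 h induction, then 1 h compound, then 30 min agonist, 37 °C | detection = automated 10x imaging of fixed Hoechst-stained cells | read-out basis = nuclear versus cytoplasmic GR-EGFP signal, averaged per well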
Yfh1-depleted yeast – enhancers of respiration in Yfh1-depleted yeast, dose response, Friedreich's ataxia, plus single-dose screen (AID 1465). S. cerevisiae Yfh1-off respiration, WST-1 reduction, 72 h; higher fold induction means a stronger effect. one-dose fold induction at 50 µM; EC50 in µM for titrated hits. 220,000 compounds, 0.074% hits;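 active = fold induction of absorbance versus untreated yeast above a set limit, then at least 30% activation at any dose in follow-up; inconclusive = repeats straddling the limit, or above it without dose testing; inactive = fold induction below the set limit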;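 also: activators that raise dye reduction in frataxin-depleted yeast; strong numbers were not always called active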
Insulin prom up – insulin promoter activators in MIN6 cells, imaging, high-content screening, mouse beta cells; MIN6 insulin promoter-GFP reporter; hits give high values; z-score at 5 µM; 190,000 compounds, 0.3% hits; AID 1625, 2009;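 active = z-score above 3 at 5 µM with at least 500 cells counted in the well; inconclusive = wells under 500 cells, flagged as cytotoxic or low count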
M1AAP inhibition – P. falciparum M1AAP inhibitors, biochemical, fluorogenic H-Leu-NHMec substrate, 1536-well (AID 1445). recombinant M1AAP, H-Leu-NHMec fluorogenic kinetic assay; higher % means a stronger effect. inhibition, % at 30 µM; hits with a dose series show IC50 in µM. 220,000 compounds, 0.42% hits;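 active = primary inhibition above the hit cutoff, then over 50% inhibition at one or more dose response concentrations, cut at about 23% in these data, passing the limit was not always enough; inconclusive = conflicting primary data, or primary hits not chosen for dose response; inactive = low primary inhibition, or under 50% at every dose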;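 also: plate controls were DMSO full reaction for no effect and no enzyme background for full effect; strong numbers were not always called active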
Autophagy HCS – autophagy modulators in MEF cells, primary screen, imaging, high-content, MEF GFP-LC3. 190,000 compounds, 0.98% hits. calls only at 10 µM (by protocol). MEF GFP-LC3 puncta imaging; test concentration mostly 10 µM;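 active = percentage of spot-positive cells more than 3 SD above its plate mean, without a fluorescence outlier flag or 80% toxicity; inconclusive = no clear call, values can overlap the other calls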;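 also: spot-positive cell cutoff set from DMSO-treated cells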
Lipid droplet – inhibitors of hepatocyte lipid droplet formation, primary screen, imaging, high-throughput imaging, BODIPY stain; AML12 mouse hepatocytes, oleate lipid droplets; inhibition, % at 6.5 µM; 240,000 compounds, 0.4% hits;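 active = lipid droplet intensity inhibited by at least 50%, with more than 500 cells counted; inconclusive = wells with under 300 cells, treated as cytotoxic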
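material = mouse AML12 hepatocyte cell line, fixed after treatment | also added = 100 µM oleic acid challenge | doses = compound at 6.5 µM only | schedule = overnight exposure | technique = Image-based BODIPY and DAPI two-channel analysis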
M17LAP inhibition – P. falciparum M17LAP inhibitors, primary screen, biochemical, fluorogenic H-Leu-NHMec substrate, 1536-well (AID 1619); Leucine aminopeptidase (Plasmodium falciparum (isolate 3D7)); recombinant M17LAP, H-Leu-NHMec fluorogenic kinetic assay; higher % means a stronger effect; inhibition, % at 30 µM; hits with a dose series show IC50 in µM; 220,000 compounds, 0.38% hits;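 active = compound inhibiting the enzyme by more than half at any dose during confirmatory dose-response retesting; inconclusive = strong single-dose inhibitors picked by rank but not retested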;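 also: plate controls were full reaction with DMSO carrier for no effect and no enzyme background for full effect; strong numbers were not always called active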
ER stress rescue – rescue of cells from ER stress-induced death, primary screen, 384-well, CSM14.1, thapsigargin, ATP luminescence (AID 1222). CSM14.1 thapsigargin-induced death rescue, ATP luminescence; higher % means a stronger effect. cellular ATP content (survival), % at 20 µM; hits with a dose series show EC50 in µM. 190,000 tested, under 10 active;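 active = EC50 below 50 µM in the dose-response confirmation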;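 also: death triggered by thapsigargin at about 15 µM added after 2 h compound pretreatment; cell ATP read after overnight thapsigargin exposure of roughly 18 to 22 hours; normalized against plate controls of thapsigargin alone and 5% DMSO vehicle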
MT stabilize HCS – microtubule stabilizers in HeLa cells, primary screen, imaging, high-content imaging. 200,000 compounds, 0.83% hits. HeLa tubulin immunostaining HCS, 24 h; share of cells brighter than vehicle mean+2SD. % tubulin-high responders, % at 10 µM;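 active = plate Z-score above 3 for both tubulin-high and condensed-nucleus cell shares, with cell loss under 80%, at 10 µM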;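 also: anti alpha tubulin signal scored within the nucleus-defined area of each cell; some results filed as inactive read as strong as hits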
Dynein cargo inh cytoplasmic EGFP – also measured in Dynein cargo inh; calls as there; z-score; measured here: cytoplasmic GR-EGFP intensity; hits give high values
Dynein cargo inh nuclear GR-EGFP – further read-out of Dynein cargo inh, marked with its call; z-score; measured here: nuclear GR-EGFP intensity;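 lower value marks the stronger effect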
Dynein cargo inh cell count – also measured in Dynein cargo inh; calls as there; z-score; measured here: cell count per field
Insulin prom up cell count – further read-out of Insulin prom up, marked with its call; cell count; measured here: cytotoxicity, nuclei count;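 total cells summed across four imaged fields per well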
Lipid droplet cells 6.5 µM – also measured in Lipid droplet; calls as there; cell count; measured here: cell count, cytotoxicity flag;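 cells counted across two imaged fields per well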
MT stabilize HCS Hoechst-high % – second read-out of MT stabilize HCS, no call of its own (marks repeat the call); % Hoechst-high responders; measured here: nuclear condensation Hoechst responders;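 share of cells brighter than vehicle mean plus two SD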
MT stabilize HCS cytotoxicity % – recorded beside MT stabilize HCS, whose call it bears; toxicity, %; measured here: cytotoxicity by cell density;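 0% = mean cell density of plate MIN control wells and 100% = no cells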
Autophagy HCS cell loss 18 h – recorded beside Autophagy HCS, whose call it bears; toxicity, %; measured here: cell loss, nuclei count;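 cell loss after 18 h compound exposure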
Active calls of the source: *; i = inactive; u = inconclusive; x = not tested or not shown.

| entry | Compound | Dynein cargo inh | Dynein cargo inh cytoplasmic EGFP | Dynein cargo inh nuclear GR-EGFP | Dynein cargo inh cell count | Yfh1-depleted yeast | Insulin prom up | Insulin prom up cell count | M1AAP inhibition | Autophagy HCS | Autophagy HCS cell loss 18 h | Lipid droplet | Lipid droplet cells 6.5 µM | M17LAP inhibition | ER stress rescue | MT stabilize HCS | MT stabilize HCS Hoechst-high % | MT stabilize HCS cytotoxicity % |
| --- | --- | --- | --- | --- | --- | --- | --- | --- | --- | --- | --- | --- | --- | --- | --- | --- | --- | --- |
| 1 | O=C1c2cccnc2C(Nc2ccc(Br)cc2Br)N1Cc1cccs1 (centres undefined) | 1.6 | 0.18 | 0.37 | -1.1 | i | -0.04 | 1624 | 1% | i | -2 | 6 | 661 | -8% | 0.0% | 4.6 | 1.5 | 9.2 |
| 2 | CCOC(=O)N1CCC(NC(=O)C(NS(=O)(=O)c2ccc3c(c2)CCN3C(C)=O)C(C)C)CC1 (centres undefined) | 0.043 | -0.17 | 0.41 | 0.56 | x | 1.3 | 1289 | 5% | i | -2 | -5 | 766 | -7% | 0.1% | 2.7 | 1.4 | 5.9 |
| 3 | O=C(COC(=O)C1CC1)Nc1ccc(OC(F)F)cc1 | 0.29 | -0.23 | 0.82 | 0.31 | i | x | x | 4% | i | -6 | -2 | 781 | 16% | 1.2% | 2.4 | 1.8 | 5.6 |
| 4 | CCOCCCNC(=O)c1cc(=O)n(Cc2cccc(C)c2)c2ccccc12 | 0.31 | -0.1 | -0.071 | 0.069 | i | -0.29 | 1287 | 9% | i | -4 | 2 | 698 | -23% | -0.7% | 12 | 5.5 | 9.2 |
| 5 | COc1cccc(NC(=O)CCC(=O)Nc2cccc(OC)c2)c1 | -0.52 | -0.24 | -0.47 | 0.43 | i | 0.35 | 1169 | 2% | i | -3 | 13 | 777 | -12% | -1.3% | 3.5 | 1.9 | 4.7 |
| 6 | Clc1ccccc1COc1ccccc1-c1nnco1 | -0.094 | -0.22 | -0.06 | 0.23 | x | 0 | 1508 | -1% | i | 7 | x | x | -3% | -0.8% | 1.8 | 1.9 | 4.7 |
| 7 | CCCn1c(=O)c2ccccc2n2c(SCC(=O)N3CCc4ccccc4C3)nnc12 | -0.52 | -0.25 | -0.36 | 0.48 | i | 0.16 | 1474 | -2% | i | 7 | -20 | 519 | -3% | -1.3% | 3.0 | 2.6 | 13 |
| 8 | CN(CC(=O)NCc1ccc(Cl)cc1)S(=O)(=O)c1cccc2nsnc12 | -0.29 | -0.35 | 0.18 | -0.11 | i | -0.92 | 1392 | 0% | i | 12 | x | x | 18% | -0.3% | 5.3 | 1.9 | 2.4 |
| 9 | CCc1nnc(N2C(=O)c3ccc(Oc4ccc([N+](=O)[O-])cc4)cc3C2=O)s1 | 0.33 | -0.27 | 0.25 | 0.28 | i | -0.33 | 1521 | 8% | i | -12 | 3 | 622 | 8% | 7.6% | 2.8 | 3.0 | 7.3 |
| 10 | O=c1c(O)c(-c2cccs2)oc2ccc(Cl)cc12 | 0.088 | 0.14 | 0.12 | -0.0076 | i | 0.32 | 898 | 14% | i | -4 | -2 | 738 | -13% | 0.3% | 1.6 | 1.2 | 2.6 |
| 11 | CSCCC(NC(=O)c1cc([N+](=O)[O-])ccc1Cl)C(=O)O (centres undefined) | -0.04 | -0.27 | -0.14 | 0.66 | i | -0.29 | 1473 | -7% | i | -1 | 29 | 614 | 7% | -3.5% | 2.0 | 2.3 | 5.8 |
| 12 | O=C(OCc1cccs1)c1ccccc1NS(=O)(=O)c1ccc2c(c1)OCCO2 | -0.26 | -0.23 | 0.54 | 1.2 | i | 0 | 1195 | 1% | i | -1 | -30 | 685 | 4% | x | 1.4 | 1.7 | 13 |
| 13 | O=C(COC(=O)c1cccs1)Nc1cccc(S(=O)(=O)NC2=NCCCCC2)c1 | -0.77 | -0.33 | 0.0021 | 0.29 | i | -0.74 | 1533 | 6% | i | -4 | 10 | 670 | 4% | -1.6% | 2.0 | 1.3 | 5.5 |
| 14 | Cc1ccc(S(=O)(=O)Nc2cc(NC(=O)CN3CCOCC3)ccc2Cl)cc1 | 0.41 | -0.21 | 0.16 | 0.24 | i | 0.46 | 1069 | 20% | i | -8 | x | x | 0% | -2.8% | 2.1 | 2.0 | 2.2 |
| 15 | CCCC1(c2ccccc2)NC(=O)N(CC(=O)c2[nH]c(C)c(C(=O)OCC)c2C)C1=O (centres undefined) | -0.082 | -0.23 | -0.12 | 0.31 | i | -1.3 | 986 | 2% | i | 1 | x | x | -4% | -0.8% | 1.5 | 1.6 | 10 |
| 16 | CC(=O)Nc1ccc(S(=O)(=O)N(C2=NCC(C)S2)c2ccccc2)cc1 (centres undefined) | 0.48 | -0.24 | 0.38 | -0.84 | i | -0.41 | 867 | 1% | i | -4 | -9 | 776 | 5% | 2.1% | 2.3 | 1.4 | 4.1 |
| 17 | O=C(COC(=O)CNC(=O)C1CCCCC1)Nc1ccc2c(c1)OCCO2 | 0.34 | 0.17 | 1.1 | -1.9 | i | -0.21 | 1193 | 4% | i | -7 | -6 | 694 | 1% | x | 1.4 | 1.6 | 7.6 |
| 18 | c1ccc(C2CN3CCSC3=N2)cc1 (centres undefined) | 0.43 | -0.22 | 0.55 | -0.81 | i | -0.76 | 1250 | 0% | i | 3 | 2 | 669 | 8% | 0.2% | 1.8 | 1.8 | 8.3 |
| 19 | CCOC(=O)c1cc(C#N)c(SCC(=O)O)[nH]c1=O | -0.27 | -0.29 | 0.024 | 0.21 | i | 1 | 1202 | 5% | i | -1 | -20 | 649 | 17% | 1.5% | 2.6 | 1.1 | 2.8 |
| 20 | O=C1/C(=C\c2ccsc2)N2CCC1CC2 | -0.31 | -0.0084 | 0.31 | 0.41 | i | 0.5 | 1012 | -1% | x | x | -8 | 736 | 4% | x | x | x | x |
| 21 | COc1ccc(OCC(=O)Nc2ccc(N3CCOCC3)cc2)c([N+](=O)[O-])c1 | 0.2 | -0.23 | 0.17 | 0.77 | i | -1.6 | 1235 | 4% | i | -4 | -13 | 687 | 10% | -1.2% | 4.0 | 2.5 | 6.1 |
| 22 | COc1nc2ccccc2c(=O)n1OCC(C)C | 1.1 | -0.073 | 0.99 | -0.52 | i | x | x | 7% | i | -6 | x | x | -5% | 0.3% | 2.3 | 3.4 | 7.9 |
| 23 | O=C(CSCc1ccccc1Cl)Nc1c[nH]c(=O)[nH]c1=O | -0.65 | -0.19 | 0.21 | 0.29 | i | 0.64 | 1276 | 1% | i | 0 | 28 | 713 | 11% | -0.6% | 1.7 | 2.2 | 2.4 |
| 24 | Cc1ccc2nc3c(c(C(=O)O)c2c1)CCC3 | -0.64 | -0.25 | -0.3 | 0.41 | i | -0.9 | 1523 | -4% | i | 6 | x | x | 8% | 1.3% | 3.9 | 3.2 | 6.0 |
| 25 | Cc1csc2ncc(C(=O)Nc3ccc(C(F)(F)F)cc3)c(=O)n12 | -0.18 | -0.17 | 0.18 | 0.8 | i | 1.1 | 1792 | 2% | i | 1 | -1 | 631 | 2% | -0.3% | 3.5 | 1.2 | 11 |
| 26 | Nc1nnnn1CC(=O)N/N=C/c1cc([N+](=O)[O-])ccc1O | -0.13 | -0.33 | -0.62 | 0.91 | i | -0.02 | 1051 | u | i | -13 | -10 | 713 | 13% | -0.8% | 3.4 | 2.3 | 8.3 |
| 27 | Cc1ccc(C(=O)NC(=C(Cl)Cl)S(=O)(=O)c2ccc(Cl)cc2)cc1 | -1.3 | -0.17 | -1 | 1.1 | i | 0.56 | 1438 | 1% | i | -6 | 0 | 670 | 13% | -1.8% | 2.8 | 1.6 | 3.0 |
| 28 | CCOc1ccc(C(=O)Nn2cnnc2)cc1OCC | 0.42 | -0.2 | 0.66 | 0.45 | i | 0.03 | 1071 | -4% | x | x | -1 | 693 | 1% | x | x | x | x |
| 29 | CCCNC(=S)Nc1ccc(Nc2ccccc2)cc1 | -0.36 | -0.2 | -0.27 | 0.29 | i | -0.38 | 1368 | 1% | i | 6 | x | x | 10% | -2.1% | 1.4 | 1.8 | 8.2 |
| 30 | CSc1nc(C)c2c(n1)N(c1ccc(F)cc1)CC2 | 0.57 | 0.068 | 0.59 | -1.4 | i | 0.4 | 1664 | -4% | i | 2 | x | x | 12% | -2.0% | 0.4 | 1.2 | 7.5 |
| 31 | C=CCSc1nc(N)cc(=O)[nH]1 | -0.49 | -0.28 | -0.3 | 1.6 | i | -0.07 | 951 | -1% | x | x | 11 | 728 | 3% | x | x | x | x |
| 32 | CC(C)CCn1c(SCc2ccc(Cl)cc2)nc2c1c(=O)[nH]c(=O)n2C | -0.43 | -0.35 | -0.043 | 0.17 | i | -0.14 | 1077 | 2% | i | -4 | x | x | -7% | 0.3% | 5.1 | 4.0 | 6.5 |

Assay outcomes: PubChem, several laboratories
